TDP1 cell noCPT – qHTS for Inhibitors of human tyrosyl-DNA phosphodiesterase 1 (TDP1): qHTS in cells in absence of CPT; DT40 Tdp1-/- hTDP1 cells, no CPT, ATP luminescence, 48 h; Potency, µM (series often up to 46.2 µM), for inactives: at the highest dose activity change, negative = growth inhibition, hits mostly inhibitors; 15% of 420,000 active; AID 686978, 2013; also: nearly all actives have a fitted effect of over 55% in size
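Growth kinetics read by CellTiter-Glo luminescence after ≥48 hr at 37 °C. Cells: DT40 Tdp1-/- stably carrying human TDP1, 400 per well, compound exposure in the absence of CPT (DMSO vehicle).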
TDP1 block – TDP1 (human) enzyme inhibition | Q9NUW8 | recombinant TDP1, AlphaScreen DNA substrate cleavage | Potency, µM (top dose mostly 130 µM), for the others: top-dose activity change, negative = inhibition, hits mostly inhibitors | 0.28% of 350,000 active; also: nearly all actives have a fitted effect of over 40% in size
Target sequence (Q9NUW8 whole entry, looked up): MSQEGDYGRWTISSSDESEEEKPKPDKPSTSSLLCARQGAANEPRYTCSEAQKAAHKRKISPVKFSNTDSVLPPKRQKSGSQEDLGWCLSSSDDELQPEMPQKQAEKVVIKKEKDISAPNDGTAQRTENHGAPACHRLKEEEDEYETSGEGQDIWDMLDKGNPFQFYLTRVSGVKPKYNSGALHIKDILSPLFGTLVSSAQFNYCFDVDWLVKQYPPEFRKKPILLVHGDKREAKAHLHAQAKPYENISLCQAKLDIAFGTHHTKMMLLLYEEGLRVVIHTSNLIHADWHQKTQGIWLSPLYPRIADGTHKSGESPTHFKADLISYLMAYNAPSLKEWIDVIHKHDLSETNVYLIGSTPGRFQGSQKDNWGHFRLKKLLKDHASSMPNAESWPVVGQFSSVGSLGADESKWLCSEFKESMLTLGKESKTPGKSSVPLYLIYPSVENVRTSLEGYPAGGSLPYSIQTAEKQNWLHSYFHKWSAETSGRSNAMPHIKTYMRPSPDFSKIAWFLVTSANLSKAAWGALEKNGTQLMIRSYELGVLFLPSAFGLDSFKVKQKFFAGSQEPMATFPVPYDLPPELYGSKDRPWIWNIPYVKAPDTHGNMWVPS
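Signal: AlphaScreen proximity between streptavidin donor and anti-FITC acceptor beads on intact substrate. Reaction: Tdp1 1 nM, substrate 15 nM final, 5 min RT after 15 min compound preincubation.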
DT40 TDP1 CPT – growth inhibition of DT40 Tdp1-/-;hTDP1 cells with camptothecin (screen for TDP1 inhibitors). chicken DT40 Tdp1-/-;hTDP1 cells + 20 nM CPT, ATP luminescence, 48 h. Potency, µM (titrated, usually from 46.2 µM), without a hit: top-dose activity change, negative = growth inhibition, hits mostly inhibitors. 12% of 420,000 active. AID 686979; also: nearly all actives have a fitted effect of over 55% in size
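Cell growth measured by CellTiter-Glo luminescence after a minimum 48 h, 37 C compound exposure with 20 nM CPT in Tdp1-knockout DT40 cells stably expressing hTDP1, seeded 400/well; qHTS titration format.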
The depositor's hits bear a star; ? = inconclusive; . = no result given; & = joins results of further samples; [ ] = another dose, or the depositor's remark. Calls follow the shape of the dose curve; as a rule, active = well fitted curve in the direction sought with a large enough effect; inconclusive = small, poorly fitted or top-dose-only effect, or another doubt; inactive = no such curve, though single readings can be large; an effect the other way counts as inactive or inconclusive. % is scaled to controls: 0 for no effect and ±100 for the full control effect; potency is read from the fitted curve at half-maximal effect. The order is random; overall some 18% were active at least once.

molecule,TDP1 cell noCPT,TDP1 block,DT40 TDP1 CPT
CC(=O)N1CCC2(CC1)CCN(c1ccc(-c3ccccc3)cc1)CC2,8.2µM*,.,10µM*
Cc1oc(-c2ccccc2Cl)nc1CS(=O)CC(=O)N1CCN(c2ccccc2)CC1 (configuration not stated),-25%,5%,-23%
O=C(c1nc2ccc(Cl)cn2c1CN1CCC(CO)CC1)N1CCc2ccccc2C1,-4%,3%,14%
COc1cc(C(=O)Nc2ccccc2-c2nc(-c3ccc(C)cc3)no2)cc(OC)c1OC,-20%,6%,-22%
COc1cc(C(=O)CSc2nnc(-c3ccc(O)cc3)n2CC2CCCO2)ccc1NC(C)=O (configuration not stated),-1%,2%,-12%
Cc1nn(C)c(C(=O)Sc2ccccc2)c1[N+](=O)[O-],23µM*,.,?
Cn1cc(CNC2CCN(c3cccc(NC(=O)c4cccnc4)c3)CC2)cn1,-2%,.,7%[9.04 µM]
COc1ccc(CNC(=O)CSc2ncnc3ccccc23)cc1OC,12%,4%,-18%
Cc1ccc2c(c1)C(c1ccc(F)cc1)N(C(=O)c1ccc(OC(C)C)cc1)CC(=O)N2 (configuration not stated),?,6%,?
CN(C(=O)c1cccc(NC(=O)Cc2ccc(NC(=O)C3CCCN(C(=O)c4ccccc4)C3)cc2)c1)C1CCCCC1 (configuration not stated),?,.,?
Cc1ccc2[nH]c3c(c2c1)CCN1C(=O)OC(C)(C)C31C (configuration not stated),-12%,5%,-6%
COc1ccc(Br)cc1CNC(=O)CCc1nc(-c2ccc(C)cc2)no1,?,5%,-22%

Other records follow:
molecule,TDP1 cell noCPT,TDP1 block,DT40 TDP1 CPT
COc1cc2c(cc1OC)C(c1cccs1)N(C(=O)c1ccc(S(=O)(=O)N(C)C)cc1)CC2 (configuration not stated),?,8%,?
Cc1ccc(C2(CC(=O)N3CCCC3)CCOC(C(C)C)C2)cc1 (configuration not stated),?,2%,?
Cc1nc(N/N=C/c2cccc([N+](=O)[O-])c2)cc(N2CCCCC2)n1,13µM*,.,?
COc1ccc(/C=C(/NC(=O)c2ccccc2)C(=O)N2CCC(C)CC2)cc1,-21%,.,1%
Clc1ccccc1-c1nc(-c2ccncc2)no1,?,-1%,?
COC(=O)c1sc(-c2ccc(Cl)cc2)cc1NC(=O)COCC(=O)O,-15%,7%,-9%
Cc1cccc(-c2nc3scc(CCNS(=O)(=O)c4ccc(F)c(C(F)(F)F)c4)n3n2)c1,?,-5%,?
COCCCNC(=S)Nc1ccc2nc(N3CCOCC3)cc(C)c2c1,?,.,-20%
Cc1ccc(CN2CCNC(=O)C2CC(=O)NCC(F)(F)F)o1 (configuration not stated),-15%,-9%,-17%
CC(C)(C)c1ccc(C(=O)NCC(=O)OCC(=O)Nc2ccccc2[N+](=O)[O-])cc1,2%,-2%,-1%
CCN(C[C@H]1N[C@@](CC)(C(=O)OC)[C@H]2C(=O)N(C)C(=O)[C@@H]12)S(=O)(=O)c1ccccc1,0%,0%,2%
CCCCOc1ccc(C(C)NC(=O)C2CCCN(S(=O)(=O)CC)C2)cc1 (configuration not stated),?,0%,?

(continued)
molecule,TDP1 cell noCPT,TDP1 block,DT40 TDP1 CPT
COc1ccccc1CNC(=O)c1c(-c2ccccc2Cl)noc1C,?,3%,?
CCOc1cc(/C=C2/SC(=S)N(CC(=O)O)C2=O)ccc1OC(=O)c1cccs1,-2%,.,-6%
Cc1cc(C)nc(SCc2nnc(SCC(=O)Nc3nc(-c4ccccc4)cs3)n2C)n1,26µM*,5%,?
CC(C)C(c1nnnn1Cc1ccc(F)cc1)N1CCN(C(=O)c2ccco2)CC1 (configuration not stated),16µM*,4%,?
CCNC(=O)c1cc(S(=O)(=O)N(C)C)c(Cl)cc1Cl,13%,1%,14%
Cc1ccc(-c2nn(CC(=O)O)c(=O)c3ccccc23)cc1,1%,3%,-11%
c1ccc(Cc2nnc(N3CCCCC3)c3ccccc23)cc1,?,9%,-28%
Oc1ccc(/C=N/Nc2ccnc3cc(Cl)ccc23)c(O)c1,?,6%,?
O=C(COC(=O)C1(c2ccccc2)CC1)N1CCN(c2ccc(F)cc2)CC1,?,0%,?
COc1cc2c(cc1NC(=O)C(C)Sc1ccc(C)cc1)oc1ccccc12 (configuration not stated),?,1%,?
COc1ccc(C)cc1NC(=O)Cn1cc(S(=O)(=O)N2CCC(C)CC2)c2ccccc2c1=O,?,2%,-20%
O=c1c2ccccc2oc2cc(Br)ccc12,0%,.,0%

New compounds follow:
molecule,TDP1 cell noCPT,TDP1 block,DT40 TDP1 CPT
N#Cc1cc2c(nc1SCC(=O)Nc1sc3c(c1C#N)CCC3)CCCCCC2,-24%,7%,?
O=C(NCc1n[nH]c(=S)n1-c1ccc(Cl)c(Cl)c1)c1ccc(S(=O)(=O)N2CCOCC2)cc1,-6%,5%,-8%
COc1ccc2cc(CN(CCO)C(=O)c3ccccc3F)c(=O)[nH]c2c1,-13%,6%,-11%
COc1ccc(NC(=O)COc2cc(O)c3c(c2)OC(C)(C)CC3=O)cc1,?,.,?
Cc1ccc(C2Nc3ccccc3NC3=C2C(=O)OC(C)C3)cc1 (configuration not stated),0%,5%,5%
c1ccc2c(C3=NNC(=NC4CCCCC4)SC3)c[nH]c2c1,?,5%,?
Cc1ccccc1C(=O)Nc1cccc(-c2cn3cccnc3n2)c1,?,5%,?
NC(=O)c1cc2ccc(O)cc2oc1=Nc1ccccc1,?,5%,15µM*
O=C(NNc1nc(=O)c2cccnc2s1)c1ccccc1O,0.016µM*,9%,0.0052µM*
N/C(=N\OC(=O)/C=C/c1ccc(Br)cc1)c1ccccn1,?,-6%,?
CCOC(=O)c1c(C)[nH]c(C(=O)OCC(=O)Nc2cc(C)ccc2OC)c1C,4.1µM*,2%,2.6µM*
O=C(Cc1ccccc1)Nc1ccccc1CO,-3%,5%,-17%

Additional records follow:
molecule,TDP1 cell noCPT,TDP1 block,DT40 TDP1 CPT
O=C(CCNC(=O)OCC1c2ccccc2-c2ccccc21)NOCc1ccccc1,4.1µM*,.,3.3µM*
Cc1cnc(NC(=O)CSc2ncn(-c3ccccc3)n2)s1,?,0%[56.1 µM],-22%
CCNC(=O)/C(C#N)=C/c1c(N2CCCCCC2)nc2c(C)cccn2c1=O,23µM*,.,?
Cc1ccc(-c2nn(C)c(=O)c3ccccc23)cc1S(=O)(=O)NCCN(C)C,?,0%,1%
O=C(CSc1nnc2c(Cl)cc(C(F)(F)F)cn12)Nc1ccc2c(c1)OCO2,-3%,-2%,-17%
CS(=O)(=O)N1CCCC(C(=O)NCCCN2CCOCC2)C1 (configuration not stated),11%,-6%,4%
COc1ccc(NS(=O)(=O)c2cccc(C(=O)N3CCN(c4ccccc4O)CC3)c2)cc1,?,-18%[0.505 µM],?
Fc1ccc(-c2nc3ccc(Br)cn3c2Cc2ccccc2C(F)(F)F)cc1,?,.,?
O=C(Nc1ccccn1)c1sc2cc([N+](=O)[O-])ccc2c1Cl,?,5%,23µM*
CS(=O)(=O)C1=C(O)C(=O)N(c2ccccc2)C1c1ccccc1 (configuration not stated),-4%,1%,2%
CCOc1ccc(/C=C/C(=O)OCC(=O)NCCc2ccc(OCC)c(OCC)c2)cc1OC,?,3%[0.505 µM],?
Cc1ccc(S(=O)(=O)N2CCC(=O)N([C@H](COCc3ccc(Cl)c(Cl)c3)Cc3ccccc3)CC2)cc1,?,.,?

(listing goes on)
molecule,TDP1 cell noCPT,TDP1 block,DT40 TDP1 CPT
Cc1ccc(-n2nnc3c(=O)n(CC(=O)N4CCCC4)cnc32)cc1,-8%,3%,-3%
CCN(Cc1ccccc1)C(=O)Cn1c(=O)n(-c2cccc(C)c2)c(=O)c2c1c1cc(OC)ccc1n2C,16µM*,3%,12µM*
CC(=O)Nc1ccc(NC(=O)c2ccccc2N(C)S(C)(=O)=O)cc1,-6%,7%,-23%
CCCS(=O)(=O)c1c(S(=O)(=O)CCC)c2c(N)cccn2c1C(=O)c1ccc(Br)cc1,?,7%,16µM*
CCOC(=O)c1cccc(NC(=O)CCNS(=O)(=O)c2cccc3nonc23)c1,-15%&-28%,11%&0%,2%&-18%
CC(=O)c1cccc(Nc2nc(-c3ccccc3)nc3ccccc23)c1,?,.,?
N#CCc1ccc(NC(=O)c2ccc(CN3CCc4ccccc4C3)cc2)cc1,-30%,.,?
Cc1ccccc1N1CC(O)(c2ccccc2)[N+]2=C1SCC2 (configuration not stated),?,1%,?
CC1C(C)N(C(=O)CCl)c2ccccc2N1C(=O)CCl (configuration not stated),0.58µM*,.,0.58µM*
CCC(C)NC(=O)c1cnc2n(c1=O)CCS2 (configuration not stated),-21%,3%,-4%
COc1ccc(N2CCN(CCCNC(=O)CN3C(=O)COc4ccccc43)CC2)cc1,-4%,8%,?
S=C(c1ccc(-c2ccccc2Cl)o1)N1CCOCC1,?,4%,?

12 neighbouring entries out of the list so far, for reference:
molecule,TDP1 cell noCPT,TDP1 block,DT40 TDP1 CPT
Cc1ccc(-n2nnc3c(=O)n(CC(=O)N4CCCC4)cnc32)cc1,-8%,3%,-3%
CCN(Cc1ccccc1)C(=O)Cn1c(=O)n(-c2cccc(C)c2)c(=O)c2c1c1cc(OC)ccc1n2C,16µM*,3%,12µM*
CC(=O)Nc1ccc(NC(=O)c2ccccc2N(C)S(C)(=O)=O)cc1,-6%,7%,-23%
CCCS(=O)(=O)c1c(S(=O)(=O)CCC)c2c(N)cccn2c1C(=O)c1ccc(Br)cc1,?,7%,16µM*
CCOC(=O)c1cccc(NC(=O)CCNS(=O)(=O)c2cccc3nonc23)c1,-15%&-28%,11%&0%,2%&-18%
CC(=O)c1cccc(Nc2nc(-c3ccccc3)nc3ccccc23)c1,?,.,?
N#CCc1ccc(NC(=O)c2ccc(CN3CCc4ccccc4C3)cc2)cc1,-30%,.,?
Cc1ccccc1N1CC(O)(c2ccccc2)[N+]2=C1SCC2 (configuration not stated),?,1%,?
CC1C(C)N(C(=O)CCl)c2ccccc2N1C(=O)CCl (configuration not stated),0.58µM*,.,0.58µM*
CCC(C)NC(=O)c1cnc2n(c1=O)CCS2 (configuration not stated),-21%,3%,-4%
COc1ccc(N2CCN(CCCNC(=O)CN3C(=O)COc4ccccc43)CC2)cc1,-4%,8%,?
S=C(c1ccc(-c2ccccc2Cl)o1)N1CCOCC1,?,4%,?

The results go on:
molecule,TDP1 cell noCPT,TDP1 block,DT40 TDP1 CPT
Cc1nc2ccccn2c1C(=O)NN=C1CCN(C)CC1,12%,1%,0%
C=CCOc1ccccc1CN1CCC(n2nccc2NC(=O)C2CC2)CC1,0%,2%,5%
Cc1ccc(/C=C/c2onc(C)c2S(=O)(=O)N2CCC(C(=O)NCc3ccc(Cl)cc3)CC2)cc1,-17%,3%,-30%
Cc1cccc(Nc2nnc(SCC(O)=C(C#N)c3nc4ccccc4[nH]3)s2)c1,-20%,.,-15%
Cc1c(C(=O)N2CCC2)oc2ccc(Cl)cc12,?,1%,-12%
Cc1cc2nc(-c3ccc(NC(=O)C(C)C)cc3)oc2cc1C,5%,5%,20%
CC(C)C(=O)O/N=C1\CCS(=O)(=O)c2sccc21,-1%,5%,21%
COc1ccc(NC(=O)CCNS(=O)(=O)c2ccc3c(c2)c(=O)n(C)c(=O)n3C)cc1OC,-28%,-1%,2%
CCCn1c(N)c(C(=O)COC(=O)/C=C/c2ccc(OC(F)F)c(OC)c2)c(=O)[nH]c1=O,?,1%,-2%
CCOc1cc(N2CCOCC2)c(OCC)cc1NC(=O)c1ccc(OC)cc1,7.3µM*,3%,6.5µM*
O=C(C1CC1)N1CCN(c2ccc(O)cc2)CC1,?,30%,?
O=[N+]([O-])c1ccc(N2CCSCC2)cc1O,?,6%,-25%
COc1ccc(C)cc1NC(=O)C(Sc1nncn1C)c1ccccc1 (configuration not stated),16%,3%,0%
CCOC(=O)c1nn(-c2ccccc2)c(C#N)c1NC(=O)c1nn(CC)cc1Br,18µM*,4%,15µM*

High-throughput results: PubChem BioAssay, National Center for Advancing Translational Sciences (NCATS)
